HEK293 NOD2/NF-kB: inhibition of NOD2-driven NF-kB reporter – cell-based, luminescence, uHTS, HEK293 (AID 1566). HEK293 NOD2/NF-kB luciferase reporter, luminescence; higher % means a stronger effect. inhibition, % at 4 µM; hits with a dose series show EC50 in µM. 290,000 compounds, 0.63% hits; also: many of its hits are not listed in these tables
Lipid droplet: modulators of hepatic lipid droplet formation; inhibition, % at 6.5 µM; 240,000 compounds, 0.4% hits; AML12 mouse hepatocytes, oleate lipid droplets, BODIPY imaging;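 active = lipid droplet intensity inhibited by at least 50%, with more than 500 cells counted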
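Assay system: AML12 hepatocytes (mouse) / Also added: 100 µM oleic acid challenge / Times: overnight treatment with compound plus oleate / Detection: high-content imaging of BODIPY-stained droplets and DAPI nuclei / Evaluation: % inhibition of lipid droplet signal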
LYP phosphatase: inhibitors of LYP phosphatase, biochemical, fluorescence intensity, uHTS (AID 1779). recombinant LYP phosphatase, fluorescence intensity; higher % means a stronger effect. inhibition, % at 11.5 µM; hits with a dose series show IC50 in µM. 290,000 compounds, 0.054% hits;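 also: plate controls were vehicle with enzyme for no effect and no enzyme for full effect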
AID2073: disruptors of CaV2.2 binding to Mint1 – biochemical, HTRF (AID 2073). one-dose inhibition, % at 20 µM; IC50 in µM for titrated hits. 290,000 compounds, 0.19% hits. HTRF protein-protein interaction, Mint1-CaV2.2; higher % means a stronger effect; in the data active = inhibition mostly above about 51%, no sharp cut-off; also: some results filed as inactive read as strong as hits
XIAP displacement: small molecules displacing peptide from XIAP – biochemical, IAP family, fluorescence polarization (AID 1018); XIAP BIR domain, fluorescence polarization peptide displacement; higher % means a stronger effect; displacement, % at 20 µM; hits with a dose series show IC50 in µM; 200,000 compounds, 0.007% hits; in the data active = displacement above about 50%; also: a part of the inactive calls stands beside numbers as strong as those of hits
P. falciparum M1AAP: malaria alanyl aminopeptidase activity blockers – biochemical, fluorogenic H-Leu-NHMec substrate, 1536-well (AID 1445); 220,000 compounds, 0.42% hits; inhibition, % at 30 µM, or IC50 in µM where a hit was titrated; recombinant M1AAP, H-Leu-NHMec fluorogenic kinetic assay; higher % means a stronger effect;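 active = primary inhibition above the hit cutoff, then over 50% inhibition at one or more dose response concentrations, cut at about 23% in these data, passing the limit was not always enough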;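 also: plate controls were DMSO full reaction for no effect and no enzyme background for full effect; strong numbers were not always called active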
SIAH1 antagonists: blockers of Siah-1 interaction with plectin peptide – biochemical, fluorescence polarization, rhodamine-plectin, uHTS, primary screen (AID 1817) | 290,000 compounds, 0.02% hits | displacement, % at 20 µM; hits with a dose series show IC50 in µM | Siah-1 / rhodamine-plectin peptide fluorescence polarization; higher % means a stronger effect;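 active = displacement of at least 50% at 20 µM, with a fluorescence ratio check between 0.3 and a set limit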;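 also: plate controls were Siah plus tracer with DMSO for no effect and tracer alone without Siah for full effect; strong numbers were not always called active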
ER stress rescue: protection against thapsigargin-triggered cell killing – 384-well, CSM14.1, ATP luminescence, primary screen (AID 1222); cellular ATP content (survival), % at 20 µM, or EC50 in µM where a hit was titrated; 190,000 tested, under 10 active; CSM14.1 thapsigargin-induced death rescue, ATP luminescence; higher % means a stronger effect;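 active = EC50 below 50 µM in the dose-response confirmation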;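 also: death triggered by thapsigargin at about 15 µM added after 2 h compound pretreatment; cell ATP read after overnight thapsigargin exposure of roughly 18 to 22 hours; normalized against plate controls of thapsigargin alone and 5% DMSO vehicle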
P. falciparum M17LAP: P. falciparum M17LAP inhibitors, primary screen, biochemical, fluorogenic H-Leu-NHMec substrate, 1536-well (AID 1619); recombinant M17LAP, H-Leu-NHMec fluorogenic kinetic assay; higher % means a stronger effect; inhibition, % at 30 µM, or IC50 in µM where a hit was titrated; 220,000 compounds, 0.38% hits;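 active = compound inhibiting the enzyme by more than half at any dose during confirmatory dose-response retesting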;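 also: plate controls were full reaction with DMSO carrier for no effect and no enzyme background for full effect; strong numbers were not always called active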
Lipid droplet cells 6.5 µM: also measured in Lipid droplet; calls as there; cell count; measured here: cell count, cytotoxicity flag;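 cells counted across two imaged fields per well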
Numbers without * were called inactive. Rule as the data show it, unless noted: active = inhibition above about 50%; inactive = the rest. These rows are one share of the data. The share of hits here may be higher or lower than overall.

How did Cc1ccccc1Nc1nc(N)nc(COC(=O)c2cccc(S(=O)(=O)NCc3ccccc3)c2)n1 do in these assays?
HEK293 NOD2/NF-kB: -8%; Lipid droplet: 0; LYP phosphatase: 2%; AID2073: -4%; XIAP displacement: 2.7%; P. falciparum M1AAP: 0%; SIAH1 antagonists: 1%; ER stress rescue: -1.2%; P. falciparum M17LAP: 2%; Lipid droplet cells 6.5 µM: 622

What do the screens show for `CCCC(NCC(O)COc1ccc(-c2ccccc2)cc1)c1ccccc1` (stereo unspecified)?
HEK293 NOD2/NF-kB: -35%; Lipid droplet: -21; LYP phosphatase: -5%; AID2073: 26%; XIAP displacement: -6.8%; P. falciparum M1AAP: 12%; SIAH1 antagonists: -6%; ER stress rescue: 0.3%; P. falciparum M17LAP: -4%; Lipid droplet cells 6.5 µM: 631

How did O=C(NCc1ccncc1)Nc1cccc([N+](=O)[O-])c1 do in these assays?
HEK293 NOD2/NF-kB: 7%; Lipid droplet: 8; LYP phosphatase: -1%; AID2073: -1%; XIAP displacement: -3.8%; P. falciparum M1AAP: 5%; SIAH1 antagonists: 0%; ER stress rescue: -0.9%; P. falciparum M17LAP: 6%; Lipid droplet cells 6.5 µM: 694

Results for NC(=S)N/N=C/c1ccc(C23CC4CC(CC(C4)C2)C3)cc1 ?
HEK293 NOD2/NF-kB: -19%; LYP phosphatase: 2%; AID2073: 4%; SIAH1 antagonists: 1%

Results for COc1ccc(/C=N/NC(=O)C(=O)NCc2cccnc2)cc1 ?
HEK293 NOD2/NF-kB: 20%; Lipid droplet: 12; LYP phosphatase: 2%; AID2073: 9%; XIAP displacement: -3.0%; P. falciparum M1AAP: -4%; SIAH1 antagonists: 0%; ER stress rescue: 0.5%; P. falciparum M17LAP: 16%; Lipid droplet cells 6.5 µM: 752

What do the screens show for `Cc1ccc(NC(=S)NNC(=O)c2c([N+](=O)[O-])c(C)nn2C)cc1`?
HEK293 NOD2/NF-kB: 9%; Lipid droplet: 3; LYP phosphatase: -4%; AID2073: -29%; XIAP displacement: -1.9%; P. falciparum M1AAP: 1%; SIAH1 antagonists: 5%; ER stress rescue: 5.1%; P. falciparum M17LAP: 4%; Lipid droplet cells 6.5 µM: 819

Results for O=[N+]([O-])c1ccc(OCC(O)CN2CCN(c3ccccc3F)CC2)cc1 (stereo unspecified) ?
HEK293 NOD2/NF-kB: 3%; Lipid droplet: 0; LYP phosphatase: 0%; AID2073: 1%; XIAP displacement: -4.9%; P. falciparum M1AAP: 17%; SIAH1 antagonists: 3%; ER stress rescue: 16%; P. falciparum M17LAP: -4%; Lipid droplet cells 6.5 µM: 627

What do the screens show for `CCN1C(=O)/C(=C/c2cccs2)SC1=Nc1ccc(OC)cc1`?
HEK293 NOD2/NF-kB: -1%; LYP phosphatase: -4%; AID2073: -7%; XIAP displacement: -1.9%; P. falciparum M1AAP: 6%; SIAH1 antagonists: 4%; ER stress rescue: -0.3%; P. falciparum M17LAP: -2%

What do the screens show for `CCOCCCN(C(=O)CNC(=O)c1ccco1)C(C(=O)NC1CCCC1)c1ccccc1C` (stereo unspecified)?
HEK293 NOD2/NF-kB: 12%; LYP phosphatase: -5%; AID2073: 2%; XIAP displacement: -4.7%; P. falciparum M1AAP: 3%; SIAH1 antagonists: -4%; ER stress rescue: -0.1%; P. falciparum M17LAP: -4%

How did CCCN1CCC(=O)N([C@H](CSc2ccc(Br)cc2)Cc2ccccc2)CC1 do in these assays?
HEK293 NOD2/NF-kB: -12%; Lipid droplet: -2; LYP phosphatase: -10%; AID2073: 8%; P. falciparum M1AAP: 2%; SIAH1 antagonists: -6%; P. falciparum M17LAP: -3%; Lipid droplet cells 6.5 µM: 647

Next section, overlapping the part above by 3 compounds.
What do the screens show for `CCN1C(=O)/C(=C/c2cccs2)SC1=Nc1ccc(OC)cc1`?
HEK293 NOD2/NF-kB: -1%; LYP phosphatase: -4%; AID2073: -7%; XIAP displacement: -1.9%; P. falciparum M1AAP: 6%; SIAH1 antagonists: 4%; ER stress rescue: -0.3%; P. falciparum M17LAP: -2%

What do the screens show for `CCOCCCN(C(=O)CNC(=O)c1ccco1)C(C(=O)NC1CCCC1)c1ccccc1C` (stereo unspecified)?
HEK293 NOD2/NF-kB: 12%; LYP phosphatase: -5%; AID2073: 2%; XIAP displacement: -4.7%; P. falciparum M1AAP: 3%; SIAH1 antagonists: -4%; ER stress rescue: -0.1%; P. falciparum M17LAP: -4%

How did CCCN1CCC(=O)N([C@H](CSc2ccc(Br)cc2)Cc2ccccc2)CC1 do in these assays?
HEK293 NOD2/NF-kB: -12%; Lipid droplet: -2; LYP phosphatase: -10%; AID2073: 8%; P. falciparum M1AAP: 2%; SIAH1 antagonists: -6%; P. falciparum M17LAP: -3%; Lipid droplet cells 6.5 µM: 647

Results for O=C(CSc1nnc(CNC(=O)c2ccc(F)cc2)o1)Nc1ccc2c(c1)OCO2 ?
HEK293 NOD2/NF-kB: -4%; Lipid droplet: 10; LYP phosphatase: -10%; AID2073: 7%; SIAH1 antagonists: 6%; Lipid droplet cells 6.5 µM: 843

What do the screens show for `CC(C)NC(=S)N1CCCN(c2ncccc2[N+](=O)[O-])CC1`?
HEK293 NOD2/NF-kB: 7%; Lipid droplet: 7; LYP phosphatase: -6%; AID2073: -11%; SIAH1 antagonists: -1%; Lipid droplet cells 6.5 µM: 840

What do the screens show for `COc1ccc(C(O)(c2ccccc2OC)C(CN2CCOCC2)c2ccccc2)cc1` (stereo unspecified)?
HEK293 NOD2/NF-kB: -6%; Lipid droplet: 5; LYP phosphatase: -9%; AID2073: -12%; XIAP displacement: -4.7%; P. falciparum M1AAP: 2%; SIAH1 antagonists: 0%; ER stress rescue: 2.2%; P. falciparum M17LAP: 1%; Lipid droplet cells 6.5 µM: 686

How did CCOc1cc(Cl)c(NC(=O)c2ccco2)cc1OCC do in these assays?
HEK293 NOD2/NF-kB: 18%; Lipid droplet: 0; LYP phosphatase: 3%; AID2073: 6%; XIAP displacement: -16%; P. falciparum M1AAP: -1%; SIAH1 antagonists: 3%; ER stress rescue: -1.5%; P. falciparum M17LAP: -1%; Lipid droplet cells 6.5 µM: 713

How did CCc1nnc(NC(=O)CSc2nc3c(c(=O)n2C)SC(C)C3)s1 (stereo unspecified) do in these assays?
HEK293 NOD2/NF-kB: 10%; Lipid droplet: 3; LYP phosphatase: -5%; AID2073: -2%; XIAP displacement: -2.3%; P. falciparum M1AAP: 6%; SIAH1 antagonists: 6%; P. falciparum M17LAP: 9%; Lipid droplet cells 6.5 µM: 668

How did O=C(NCC(=O)N(Cc1ccccc1)C(C(=O)NC1CCCC1)c1ccncc1)c1ccco1 (stereo unspecified) do in these assays?
HEK293 NOD2/NF-kB: -13%; Lipid droplet: -4; LYP phosphatase: 2%; AID2073: 2%; XIAP displacement: -9.2%; P. falciparum M1AAP: 6%; SIAH1 antagonists: -9%; ER stress rescue: -5.9%; P. falciparum M17LAP: 11%; Lipid droplet cells 6.5 µM: 839

How did O=C(CCc1ccccc1)NCc1ccc2c(c1)OCO2 do in these assays?
HEK293 NOD2/NF-kB: -5%; Lipid droplet: -5; LYP phosphatase: -12%; AID2073: -2%; SIAH1 antagonists: 5%; Lipid droplet cells 6.5 µM: 806

How did Cc1c(Cl)ccc(S(=O)(=O)NCCN2CCOCC2)c1Cl do in these assays?
HEK293 NOD2/NF-kB: 8%; Lipid droplet: -79; LYP phosphatase: -3%; AID2073: -6%; SIAH1 antagonists: -6%; Lipid droplet cells 6.5 µM: 836

What do the screens show for `O=C1CCCN1CC(O)CS(=O)(=O)Cc1ccccc1Cl` (stereo unspecified)?
HEK293 NOD2/NF-kB: -14%; Lipid droplet: 15; LYP phosphatase: 0%; AID2073: 9%; SIAH1 antagonists: 0%; Lipid droplet cells 6.5 µM: 859

How did COc1cccc2c1OCC([C@@H]1C[C@H]3CN(Cc4cccc(Cl)c4)C(=O)[C@]34CCCN14)=C2 do in these assays?
HEK293 NOD2/NF-kB: 3%; Lipid droplet: -22; LYP phosphatase: -7%; AID2073: -7%; XIAP displacement: -6.4%; P. falciparum M1AAP: -2%; SIAH1 antagonists: 0%; ER stress rescue: 6.5%; P. falciparum M17LAP: 5%; Lipid droplet cells 6.5 µM: 712

Results for COc1cc(/C=C2\SC(N)=NC2=O)ccc1OCC(=O)Nc1ccc(C)cc1 ?
HEK293 NOD2/NF-kB: -13%; Lipid droplet: 31; LYP phosphatase: 2%; AID2073: 61%*; XIAP displacement: -3.8%; P. falciparum M1AAP: 10%; SIAH1 antagonists: 7%; ER stress rescue: 0.4%; P. falciparum M17LAP: 2%; Lipid droplet cells 6.5 µM: 695

What do the screens show for `CCC(=O)Nc1nc2ccccc2n1Cc1ccccc1C`?
HEK293 NOD2/NF-kB: 23%; LYP phosphatase: -12%; AID2073: -2%; XIAP displacement: -4.0%; P. falciparum M1AAP: -10%; SIAH1 antagonists: -6%; ER stress rescue: -1.4%; P. falciparum M17LAP: 5%

How did CSCCC(NC(=O)COc1ccccc1)C(=O)Nc1ccc(C)cc1 (stereo unspecified) do in these assays?
HEK293 NOD2/NF-kB: 7%; Lipid droplet: -1; LYP phosphatase: -8%; AID2073: -2%; XIAP displacement: -8.2%; P. falciparum M1AAP: -2%; SIAH1 antagonists: -4%; ER stress rescue: 0.5%; P. falciparum M17LAP: -8%; Lipid droplet cells 6.5 µM: 654

How did NCCCC[C@H](N)c1nnc([C@H](CC(=O)O)NC(=O)C2CCNCC2)o1 do in these assays?
HEK293 NOD2/NF-kB: 6%; Lipid droplet: 6; LYP phosphatase: -6%; AID2073: 4%; XIAP displacement: -6.9%; P. falciparum M1AAP: -4%; SIAH1 antagonists: 6%; ER stress rescue: 1.8%; P. falciparum M17LAP: -4%; Lipid droplet cells 6.5 µM: 658

How did O=S(=O)(NC(=NC1CCCC1)C(F)(F)F)c1ccccc1 do in these assays?
HEK293 NOD2/NF-kB: -1%; LYP phosphatase: -7%; AID2073: 1%; XIAP displacement: -1.8%; P. falciparum M1AAP: -3%; SIAH1 antagonists: 0%; ER stress rescue: -0.4%; P. falciparum M17LAP: -3%

How did COc1cccc(CNC(=O)Cn2ccc([N+](=O)[O-])n2)c1 do in these assays?
HEK293 NOD2/NF-kB: 2%; Lipid droplet: 1; LYP phosphatase: -11%; AID2073: 11%; SIAH1 antagonists: -1%; Lipid droplet cells 6.5 µM: 807

What do the screens show for `Cc1cc(C)c2c(N)c(S(=O)(=O)Cc3ccccc3)sc2n1`?
HEK293 NOD2/NF-kB: 17%; Lipid droplet: -6; LYP phosphatase: -11%; AID2073: 21%; XIAP displacement: -6.1%; P. falciparum M1AAP: 15%; SIAH1 antagonists: -1%; ER stress rescue: 0.3%; P. falciparum M17LAP: -14%; Lipid droplet cells 6.5 µM: 810

Source: PubChem
